# Screening data: PubChem, National Center for Advancing Translational Sciences (NCATS)
# SW480 rerep: DNA re-replication induction in SW480 cells | SW480 DNA re-replication, Hoechst DNA content imaging, 48 h | Potency, µM (highest dose often 46.1 µM), without a hit: top-dose re-replication activation, actives largely listed as activators | hit rate 1.8% among 340,000; also: potency is read from the fitted curve at half-maximal effect; % of control where 0% means no effect; nearly all actives have a fitted effect of over 55% in size
#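 Compounds, transferred as 23 nL by pin tool, were incubated with cells for 48 hr; DNA content per nucleus was then quantified by Hoechst staining and fluorescence plate imaging.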
# HT1080 IDH1KD tx: toxicity to HT-1080 IDH1 knockdown cells (counter line); HT-1080 IDH1 knockdown viability, ATP luminescence, 48 h; Potency, µM (doses to about 46.1 µM), for inactives: at the top dose activity, negative = toxicity, most hits filed as cytotoxic; hit rate 2% among 360,000;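 also: potency is read from the fitted curve at half-maximal effect; 0% = DMSO wells and -100% = cell-free medium wells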
#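 Luminescent ATP read-out (CellTiter-Glo, 10 min at room temperature) after 48 h compound exposure at 37 °C gave viability of IDH1-knockdown HT-1080 cells. Activity was normalised to DMSO and cell-free wells, then fitted as concentration-response curves.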
# IL1B secr inh: inhibitors of inflammasome signaling (IL-1 beta secretion); hit rate 4.7% among 360,000; THP-1 LPS/ATP IL-1B secretion, AlphaLISA, 16 h; stronger effect = lower value; activity change, % at 57.5 µM; in the data active = activity change below about -50%; inconclusive = mostly about -30% to -49%; also: % is scaled to controls: 0 for no effect and ±100 for the full control effect
#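 THP-1 cells pretreated 1 hr with compounds (up to 57.5 uM final), then stimulated with LPS (250 ng/mL final) plus ATP (1.25 mM final); secreted IL-1B measured by AlphaLISA after 16 hr, decreased signal indicating inhibition.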
# D3 ag: agonists of human D3 dopamine receptor. P35462. D3R DiscoveRx beta-arrestin cells, luminescence, 90 min. AID 652048. max activation, %. hit rate 0.58% among 410,000; in the data active = max activation above about 30%; also: 0% is about no effect; mostly tested at two doses, the higher about 12 µM
# Target sequence (P35462 whole entry, looked up): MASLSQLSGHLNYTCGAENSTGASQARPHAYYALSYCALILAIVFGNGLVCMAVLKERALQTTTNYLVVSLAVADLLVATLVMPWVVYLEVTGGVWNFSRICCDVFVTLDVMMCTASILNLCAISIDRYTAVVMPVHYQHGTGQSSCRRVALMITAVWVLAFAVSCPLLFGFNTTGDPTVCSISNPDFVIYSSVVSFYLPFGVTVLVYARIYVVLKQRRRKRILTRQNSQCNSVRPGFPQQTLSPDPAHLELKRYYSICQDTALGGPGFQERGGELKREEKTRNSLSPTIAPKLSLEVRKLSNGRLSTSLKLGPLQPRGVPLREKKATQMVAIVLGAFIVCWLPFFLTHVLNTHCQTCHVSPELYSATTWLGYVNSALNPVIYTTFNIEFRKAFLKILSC
#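 Agonist mode: compounds and dopamine controls were applied to plated cells for 90 min at 37 degrees C after an overnight attachment at 1500 cells/well. Luminescent read-out followed 30 - 60 minutes at room temperature with DiscoveRx detection reagent.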
# HT1080-NT tox: kills 2HG-producing HT-1080-NT fibrosarcoma cells; HT-1080-NT fibrosarcoma viability, CellTiter-Glo ATP luminescence, 48 h; hit rate 1.6% among 360,000; Potency, µM (series often up to 46.1 µM), without a hit: top-dose activity, negative = less viability, most hits filed as cytotoxic;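 also: NT is the 2HG producing partner of a matched IDH1 knockdown line; potency is read from the fitted curve at half-maximal effect; 0% = DMSO-treated cells and -100% = media-only wells without cells; nearly all actives have a fitted effect of over 55% in size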
#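 Toxicity toward the 2HG-producing NT line was scored as %Activity, normalised to DMSO and no-cell wells, from CellTiter-Glo luminescence after 48 hours' treatment.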
# GLP1R cytotox: cytotoxicity in counter-screen for GLP-1R inverse agonists; HEK293 cAMP-luciferase reporter cells, luminescence, 24 h; Potency, µM (titrated, usually from 38.3 µM), without a hit: at the highest dose activity change, negative = inhibition, hits mostly inhibitors; hit rate 0.13% among 410,000; AID 624418;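 also: loss of luciferase light is scored as toxicity; potency is read from the fitted curve at half-maximal effect; % is scaled to controls: 0 for no effect and ±100 for the full control effect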
#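 Quantitative HTS format, 1536 wells, 200 cells/uL seeded. Compounds: 23 nL, 24 h, 37 °C. Detection: luciferase reagent, luminescence at 12 min RT; decreased signal taken as cytotoxic.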
# KB-V1 cytotox: kills drug-selected multidrug resistant KB-V1 cells. Potency, µM (top dose mostly 46.1 µM), for the others: at the highest dose activity change, negative = cytotoxicity, most hits filed as cytotoxic. hit rate 3.4% among 400,000. KB-V1 MDR cells viability, CellTiter-Glo, 72 h; also: potency is read from the fitted curve at half-maximal effect; % is scaled to controls: 0 for no effect and ±100 for the full control effect; nearly all actives have a fitted effect of over 60% in size
#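 qHTS viability screen in drug-selected KB-V1 MDR cells: 72 h compound treatment at 37 degrees C, ATP luminescence end point.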
# KB-3-1 tox: kills parental KB-3-1 adenocarcinoma cells; hit rate 1.4% among 400,000; Potency, µM (titrated, usually from 46.1 µM), without a hit: at the highest dose activity change, negative = cytotoxic, hits mostly cytotoxic; KB-3-1 viability, CellTiter-Glo ATP luminescence, 72 h; also: potency is read from the fitted curve at half-maximal effect; % is scaled to controls: 0 for no effect and ±100 for the full control effect; nearly all actives have a fitted effect of over 60% in size
#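 Cytotoxicity in the drug-sensitive parental line KB-3-1 was scored as loss of CellTiter-Glo luminescence following 72 h incubation with compound. Values come from curve fitting of normalized concentration-response data.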
# MCF10A rereplic: inducers of DNA re-replication in MCF 10A breast cells | AID 624296 | MCF 10A DNA re-replication, Hoechst nuclear intensity, 48 h | hit rate 2.9% among 350,000 | Potency, µM (titrated, usually from 46.1 µM), for the others: at the highest dose activity, positive = re-replication, usual class: activators; also: potency is read from the fitted curve at half-maximal effect; % of control where 0% means no effect; nearly all actives have a fitted effect of over 50% in size
# Starred values were filed as active, the others as inactive; i = inactive; ? = inconclusive; / = no result given; & = joins results of further samples; [ ] = another dose, or the depositor's remark. Unless noted, calls follow the shape of the dose curve; as a rule, active = well fitted curve in the direction sought with a large enough effect; inconclusive = small, poorly fitted or top-dose-only effect, or another doubt; inactive = no such curve, though single readings can be large; an effect the other way counts as inactive or inconclusive.
Molecule	SW480 rerep	HT1080 IDH1KD tx	IL1B secr inh	D3 ag	HT1080-NT tox	GLP1R cytotox	KB-V1 cytotox	KB-3-1 tox	MCF10A rereplic
Oc1ccccc1CNCCCN1CCOCC1	-3%	5%	15	0	-1%	9%	2%	15%	?
CCOCCCNC(=O)c1c(NC(=O)Cc2coc3ccc(C)cc23)sc2c1CCC2	/	/	/	-5	/	8%	?	0%	/
CCOC(=O)c1[nH]c(C)c(C(=O)NC(CC)Cc2ccccc2)c1C (stereo not drawn)	/	/	/	2	/	1%	?	-11%	/
O=C(C1=C[C@H](c2coc3ccccc3c2=O)C[C@H](OCc2ccc(CO)cc2)O1)N1CCN(Cc2ccc3c(c2)OCO3)CC1	12%	-4%	/	-50	-5%	18%	-23%	0%	?
Cc1cccc(C(C(=O)NC2CCCC2)N(C(=O)c2csnn2)C2CCCC2)c1 (stereo not drawn)	-2%	-12%	-13	1	1%	1%	0%	2%	28%
O=c1[nH]c2cc(NCCO)c([N+](=O)[O-])cc2[nH]1	-2%	-2%	-20	-3	-5%	?	-16%	-1%	0%
C#CCOCCOCCOCCNc1nc(N2CCN(C(=O)CCCCCCCCCCNC(=O)[C@@H](CCSC)n3cc(CCO)nn3)CC2)nc(N2CCN(C(=O)CCCCCCCCCCNC(=O)[C@H](CCSC)n3cc(CCO)nn3)CC2)n1	-7%	-1%	?	-23	-20%	1%	0%	0%	16%
COCC(C)NC(=O)CSc1nc2nn(-c3ccccc3)c(=O)c-2c2n1CCCCC2 (stereo not drawn)	1%	8%	-2	3	9%	5%	0%	0%	1%
NC(=O)c1ccsc1NC(=O)COC(=O)Cc1n[nH]c(=O)c2ccccc12	0%	-14%	4	0	-5%	10%	7%	0%	1%
COc1ccc(Br)cc1C1=CC(=O)C[C@H](c2ccc(F)cc2)C1	/	-23%	25	-1	-17%	-14%	16µM*	-8%	/
O=C(C1=C[C@@H](c2ccc(C(F)(F)F)cc2)C[C@@H](OCc2ccc(CO)cc2)O1)N1CCN(Cc2ccccc2)CC1	27%	-30%	-60*	6	-30%	3%	?	?	?
CC(C)(C)c1ccc(C(=O)NCC(c2cccs2)S(=O)(=O)c2ccccc2)cc1 (stereo not drawn)	/	/	/	-7	/	1%	-10%	-25%	/
COc1ccccc1N1CCN(C(=O)CCCCCn2c(=O)[nH]c3ccsc3c2=O)CC1	-13%	-4%	22	14	-7%	-3%	17%	-3%	7%
Cc1ccc(S(=O)(=O)n2cccc2C)cc1	-5%	-3%	4	-7	-2%	-1%	-6%	-3%	1%
O=C(CN1CCCN(Cc2ccc(Cl)cc2)S1(=O)=O)Nc1ccccc1F	/	/	/	4	/	-3%	13%	-1%	/
O=C(NC1CCCCC1)N(C1=NCCCCC1)c1ccc(Br)cc1	-7%	1%	i	-3	1%	-18%	-8%	20%	4%
CCCCn1c(SCC(=O)NC2CC2)nc2ccccc2c1=O	-10%	0%	-4	-4	1%	4%	-5%	6%	?
COc1ccc(NC(=O)c2cccc(NC(=O)c3ccco3)c2)c(OC)c1	-1%	3%	-1	3	-2%	-9%	?	18%	-2%
CC1CCCC(NC(=O)Cn2cc3c(n2)CCCCC3)C1C (stereo not drawn)	-3%	14%	45	5	10%	-24%	-11%	11%	7%
CNC[C@H]1Oc2ccc(NC(=O)Nc3ccccc3)cc2CC(=O)N([C@H](C)CO)C[C@H]1C	-3%	0%	14	1	0%	?	0%	-1%	-7%
CCN(CC)S(=O)(=O)c1ccc(N/N=C(\C)c2ccc3c(c2)OCO3)c([N+](=O)[O-])c1	?	6%	-9	-19	-5%	-7%	?	-12%	0%
Cc1ccc2ncnc(Oc3ncccc3NC(=O)C(C)(C)C)c2c1	-4%	-5%	20	2	1%	-3%	-8%	-2%	4%
CCc1cc2c(cc(C(=O)OC)n2Cc2nc(-c3ccc(C)cc3)oc2C)s1	/	/	/	-5	/	12%	0%	4%	/
CC(NC(=O)C1CCN(C(=O)Nc2ccccc2)CC1)c1ccccc1 (stereo not drawn)	-31%[inhibitor]	0%	-3	-8	-5%	13%	16%	14%	0%
N#Cc1ccccc1CSC1=NCCS1	23%	-14%	-89*	4	-3%	6%	-2%	0%	4%
COC(=O)c1c(C)oc(C)c1S(=O)(=O)NCc1cccs1	-2%	7%	11	4	5%	5%	0%	6%	-1%
N#CCSc1nc2c(c(=O)n1Cc1ccccc1)C1(CCCC1)Cc1ccccc1-2	5%	-5%	4	1	4%	4%	-15%	-13%	?
COC(=O)c1ccc2c(=O)n(CCCCCC(=O)NC(C)C)c(=O)[nH]c2c1	4%	24%	6	0&-19	-13%	-2%[7.66 µM]	-1%&3%	?	?
CCOc1cc2nc(-c3ccc(OC)c(OC)c3)nc(N3CCOCC3)c2cc1OC	23µM*	?	-30	-4	?	-3%	?	?	?
Cc1ccccc1C(=O)Nc1ccc(C(=O)N/N=C/c2ccccn2)cc1	-27%	-16%	9	-3	-23%	13%	21%	38%	-36%[inhibitor]
Cc1cccc(NC(=O)CNC(=O)CNC(=O)Cc2ccccc2)c1	-21%	4%	4	-7	9%	2%	-3%	2%	7%
CN(C)S(=O)(=O)c1cccc(C(=O)Nc2ccccc2C(=O)NC2CC2)c1	-8%	-3%	27	0	-4%	-14%	-19%	-3%	-3%
COc1ccc(C(=O)N2CCN(Cc3cc(OC)c(O)c(OC)c3)CC2)cc1OC	-4%	5%[9.24 µM]	1	2	-1%	4%	15%	8%	-2%
O=C1CCN(Cc2ccc([N+](=O)[O-])cc2)CCN1[C@H](CO)Cc1ccccc1	-1%	3%	0	-22	3%	2%	?	6%&0%	-20%
Cc1c(C(=O)O)sc(=S)n1-c1ccccc1	1%[9.22 µM]	1%	12	4	-1%	25%	10%	19%	1%
Cc1cc(/C(N)=N/OC(=O)c2ccccc2Cl)no1	-2%	-13%	30	-7	-1%	-2%	5%	?	-2%
Cc1nc2sccn2c(=O)c1S(=O)(=O)NCC1CCN(Cc2ccc(Cl)cc2)CC1	/	-20%	12	-2	-7%	-2%	?	4%	/
COCCn1nnnc1C(c1cc2ccc(OC)cc2[nH]c1=O)N1CCc2ccccc2C1 (stereo not drawn)	-2%	12%	5	-5	-1%	-14%	-4%	1%	-3%
CCCn1cc(S(=O)(=O)CC(=O)N2CCc3ccccc32)c2ccccc21	3%	-7%	-2	1	-8%	10%	-27%	1%	15%
O=C(Cn1nnc(-c2ccccc2Cl)n1)NCc1ccc2c(c1)OCO2	-2%	-5%[9.24 µM]	0	-4	-7%	5%	-32%	6%	-1%
O=C(O)c1ccc(N2CCS(=O)(=O)CC2)cc1	0%	30%	-4	-3	24%	2%	20%	2%	-9%
COCCCNC(=O)c1ccc(CN2CCc3ccccc3C2)cc1	-10%	0%	21	-19	9%	-8%	0%	-14%	-3%
COc1cc(NC(=O)COC(=O)/C=C/c2ccc(O)c(OC)c2)cc(OC)c1	-6%	-21%	-14	6	-19%	-3%	-5%	17%	0%
Cc1cc2c(=O)n(CC(=O)NCC(=O)Nc3ccc(C(C)C)cc3)cnc2s1	-14%	-3%	33	0	-3%	2%	0%	?	-7%
O=C1CCCN1c1ccc(S(=O)(=O)N2CCN(c3ccccn3)CC2)cc1	-10%	1%	-1	1	0%	6%	-22%	?	-6%
Cc1cc(C)n2c(SCC(=O)Nc3ncc(C(F)(F)F)cc3Cl)nnc2n1	-1%	0%	-7	-3	3%	68%[activator]	0%	-3%	?
COc1ccc(C2C(C#N)=C(N)N(c3cccnc3)C3=C2C(=O)CCC3)cc1Cn1cc([N+](=O)[O-])cn1 (stereo not drawn)	?	-14%	-12	-1	?	-17%	15%	-27%	27%
CCn1c(=O)c(=O)n(CC)c2cc(N3CCCCC3)c(NC(=O)c3cccc(F)c3)cc21	/	/	/	6	/	3%	-3%	-1%	/
CCC1(c2ccc(F)cc2)NC(=O)N(CC(=O)NCC(=O)Nc2cccc(C)c2C)C1=O (stereo not drawn)	-33%[inhibitor]	-5%	25	-12	-7%	-2%	?	5%	0%
COC(=O)C1=C(C)Nc2ncnn2C1c1ccccn1 (stereo not drawn)	-2%	3%	0	10	10%	4%	-4%	2%	-3%
Brc1cccc(C2Nc3cccc4cccc(c34)N2)c1	3%	0%	2	-7	-8%	-3%	?	14%	-16%
CCN1C(=O)N[C@@H](CCc2ccccc2)C(C(=O)OC)=C1C	13%	3%	-2	4	4%	9%	14%	2%	0%
Cc1nc(SCc2ccc(Cl)cc2)c(C#N)c(C)c1Cl	/	/	/	1	/	0%	?	?	/
COCCN(C(=O)CN1CCc2ccccc21)c1c(N)n(Cc2ccccc2)c(=O)[nH]c1=O	-14%	0%	0	-8	4%[9.24 µM]	-3%	5%	18%	1%
COc1cc(/C=N/NC(=O)c2ccc(O)cc2)ccc1Oc1ccc([N+](=O)[O-])cn1	19%	18µM*	0	5	?	-4%	0%	5%	3%
O=[N+]([O-])c1cccc(C([O-])=C(C(=S)Nc2cccc3ccccc23)[n+]2ccccc2)c1	6%	-7%	-29	-8	-9%	-23%	-2%	-12%	-5%
COc1ccc(N2CC(NC(=O)c3cccs3)CC2=O)cc1OC (stereo not drawn)	/	/	/	1	/	-3%	4%	10%	/
Cc1ccc(N/C(N)=N/c2nc(CSc3nnc(C)s3)cc(=O)[nH]2)c(C)c1	?	4.1µM*	68	1	2.6µM*	-30%	?	2.3µM*	5.8µM*
COc1ccc(-c2c3c(nc4sc(C(=O)Nc5ccccc5)c(N)c24)CCC3)cc1	?	3%	?	-7	0%	103%[activator]	?	-1%	?
